FN deposit inh: fibronectin deposition inhibition; AH1F fibroblasts, Alexa488-fibronectin deposition fluorescence, overnight; inhibition, % at 12.6 µM; hit rate 0.086% among 350,000; AID 743247;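 active = mean inhibition across replicates of 30% or more, regardless of how many single replicates reach that level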;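 also: positive control wells lacked labelled fibronectin entirely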
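Assay system: AH1F fibroblasts / Quantity: 10000 cells per well / Medium: DMEM plus 2% serum, read in PBS / Reagent: labelled fibronectin 24 nM / Dosing: single dose, pinned / Times: 1 h cell attachment, overnight exposure to compound and label / Signal: fluorescence, ex 485 nm, em 525 nm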
Cneo AK release: Cryptococcus neoformans lysis via adenylate kinase release. lysis activity, % at 15 µM. hit rate 0.2% among 360,000. C. neoformans lysis, adenylate kinase release luminescence, 4 h; normalised: neutral wells 0, clomiphene wells 100;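 active = mean lysis activity across replicates of at least 80%, whatever share of replicates individually reach that level; inactive = mean lysis activity below 80%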
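Assay system: Cryptococcus neoformans yeast cells / Dosing: single-point compound dose / Timing: 4 h at 37 °C static, read 1 h later / Measured by: luminescence of released adenylate kinase using an AK detection reagent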
Casp6 inh: blocks human caspase-6 cleavage activity. P55212. purified caspase-6, Z-VEID-R110 cleavage fluorescence. inhibition, % at 12.5 µM. hit rate 0.53% among 350,000. AID 686996;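 active = mean inhibition across replicates at least about 35%, with every replicate also reaching that limit, limit read from the data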;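 also: 0% = median of neutral control wells and 100% = no fluorescence left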
Target sequence (P55212 24-179 limits assumed): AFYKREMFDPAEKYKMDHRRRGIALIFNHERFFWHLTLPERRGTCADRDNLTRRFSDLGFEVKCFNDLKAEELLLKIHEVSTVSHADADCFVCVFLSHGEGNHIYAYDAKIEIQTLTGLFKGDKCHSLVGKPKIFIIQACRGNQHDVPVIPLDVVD
Target sequence (P55212 194-293 limits assumed): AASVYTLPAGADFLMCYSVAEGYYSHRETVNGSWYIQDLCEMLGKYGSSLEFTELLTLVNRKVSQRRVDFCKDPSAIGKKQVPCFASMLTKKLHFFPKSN
miR122 inh: inhibitors of miR-122 in Huh7 cells | Huh7 miR-122 Renilla luciferase sensor, 48 h; neutral wells = 0, positive control = 100 | activation (reporter increase), % at 12.5 µM | hit rate 0.3% among 340,000 | AID 602342;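 active = mean replicate activation score at least 90 and every replicate individually at or above 90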;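 also: higher luciferase means less miR-122 activity so hits act as miR-122 inhibitors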
PAX8 inh HTS: PAX8 transcriptional activity inhibition; RMG-I TPO-luciferase reporter, SteadyGlo, 24 h; inhibition, % at 12.6 µM; hit rate 1.2% among 360,000; AID 652154;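 active = mean replicate inhibition at least 60% with every replicate also reaching 60%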;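 also: luciferase light reporting Pax8 driven TPO promoter activity; plate controls were median of neutral control wells for no effect and mitoxantrone controls for full effect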
EWS-Fli block: inhibitors of EWS/Fli oncoprotein transcriptional activity. A673 NR0B1-luciferase reporter, viability-normalised. inhibition, % at 12.6 µM. hit rate 0.67% among 350,000. AID 651661;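 active = mean inhibition of at least 50% after viability correction, with every replicate also passing that limit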;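 also: firefly luciferase signal divided by Alamar Blue viability fluorescence both relative to DMSO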
PGC1a acetyl inh: lowers PGC1a acetylation signal in U2OS cells. AID 651687. hit rate 0.17% among 350,000. inhibition, % at 15.6 µM. AlphaScreen anti-acetyl-lysine; with virally co-expressed GCN5 acetyltransferase;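 active = every replicate shows inhibition of at least 40%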;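 also: 0% = neutral control wells and 100% = positive control wells; some results beyond the cut were filed as inactive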
LGR2 inh: inhibitors of bursicon-induced Drosophila LGR2 receptor cAMP signaling; HEK293 LGR2, CRE-luciferase, bursicon-stimulated, 4 h; inhibition, % at 9.99 µM; hit rate 0.35% among 380,000; AID 720647;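 active = drop in luminescence signal, shown as inhibition above about 50% in the replicate tests, limit read from the data, passing the limit was not always enough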;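 also: agonist challenge used bursicon conditioned medium at about half maximal strength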
* = called active by the depositor; . = not tested or not shown; [ ] = another dose, or the depositor's remark.

SMILES | FN deposit inh | Cneo AK release | Casp6 inh | miR122 inh | PAX8 inh HTS | EWS-Fli block | PGC1a acetyl inh | LGR2 inh
O=C(C[C@H]1C/C=C\CC[C@H](Cc2ccc(F)cc2)C(=O)O[C@H](c2ccccc2)CNC1=O)N[C@H](CO)Cc1ccccc1 | -2 | -1 | 0 | -11 | 10 | 0 | -17 | 18
CCOc1ccc(NC(=O)C(=O)NCCN2CCN(S(=O)(=O)c3ccc(C)cc3)CC2)cc1 | -9 | 2 | 1 | . | 13 | . | . | 9
Cc1c(C(=O)N2CCc3ccccc32)oc2c1C(=O)CC(C)(C)C2 | 3 | -2 | . | 6 | . | . | -4 | -63
COC(=O)[C@@]1(Cc2ccc(F)cc2)[C@H]2c3cc(C(=O)N(C)C)n(Cc4ccc(C)o4)c3C[C@H]2CN1C(=O)c1ccccc1 | -10 | . | -2 | . | 18 | -2 | . | 13
CC(C)(C)c1nc2c(C#N)c(-c3ccc(Cl)cc3)ccn2n1 | . | 3 | . | 0 | . | . | -11 | -33
COc1ccc(S(=O)(=O)N(C)C[C@H]2OCCCC[C@H](C)Oc3ccc(NS(=O)(=O)c4c(C)noc4C)cc3C(=O)N([C@H](C)CO)C[C@@H]2C)cc1 | -12 | 0 | 0 | -8[16.7 µM] | 12 | 5 | 1 | -4
CC1CCN(CC(=O)N2CCc3ccccc32)CC1 | -1 | 1 | 2 | -3 | 2 | . | 10 | 18
Cc1ccc(C)c(S(=O)(=O)N2CCCC2CNC(=O)C(=O)NCc2ccccc2C)c1 (configuration not stated) | 11 | . | 1 | 3 | . | -1 | 1 | 2
CCOC(=O)Cc1cc(=O)[nH]c(=O)[nH]1 | . | . | 1 | . | 4 | 5 | . | 13
COCCNc1cc(C)nc2c(-c3ccccc3OC)c(C)nn12 | -2 | 3 | 1 | -1 | 6 | -3 | 1 | 11
CCCC/C(O)=C1\C(=O)CC(C)(C)CC1=Nc1ccccc1OC | . | -2 | 2 | 3 | . | 9 | -5 | 0
O=C(COC(=O)c1cn(-c2ccccc2)nc1-c1ccccc1)c1cccc([N+](=O)[O-])c1 | 2 | 1 | . | -3 | -5 | . | . | .
Cc1cc2cc(CCNC(=O)C(=O)c3c[nH]c4ccccc34)c(=O)[nH]c2cc1C | 14 | . | 1 | . | 30 | -3 | . | 7
C[C@@H]1CN([C@@H](C)CO)C(=O)c2cc(NS(=O)(=O)c3cccs3)ccc2O[C@@H]1CN(C)CC1CCCCC1 | . | 4 | 1 | 4[16.7 µM] | 0 | -4 | . | -9
COc1ccc(C(=O)NC2CCCc3ccccc32)c(OC)c1OC (configuration not stated) | -2 | -13 | -2 | 2 | 0 | 8 | . | 5
O=C1NCCCCC1NS(=O)(=O)c1cccc2ccccc12 (configuration not stated) | 2 | -1 | -5 | -4 | -25 | -8 | -1 | -6
Cc1c(/C=N/NC(=O)C(C)(C)Oc2ccc(Cl)cc2)cnn1C | -14 | 0 | . | -1 | . | . | 11 | .
O=C(COC(=O)CSc1ccc(Cl)cc1)NCCc1ccccc1 | 2 | 0 | 1 | -4 | -6 | 2 | . | 10
CNC[C@H]1Oc2c(NC(=O)c3ccncc3)cccc2C(=O)N([C@@H](C)CO)C[C@H]1C | -5 | 41 | -9 | -4[16.7 µM] | -10 | -3 | 3 | 13
CC(C)C1O/C(=N/C(=O)Nc2ccc(Cl)c(Cl)c2)NC1=O (configuration not stated) | -3 | -2 | . | 12 | -11 | . | 4 | .
CC(C)(C)c1ccc(O)c(N=Cc2cc(Br)ccc2O)c1 | -3 | -2 | 5 | . | -6 | -8 | . | 19
COc1ccc(Nc2cc(C)nc3ccc(OC)cc23)cc1 | 5 | 0 | 3 | -3 | 0 | 24 | 12 | 0
CCn1c(=O)cc(SCC(=O)N2CCN(C(=O)c3ccco3)CC2)c2ccccc21 | . | 2 | . | -6 | . | . | -23 | -3
CC1CCCC2(C1)NC(=S)N(c1ccccc1)N2 (configuration not stated) | . | 2 | 1 | -6 | . | -8 | 19 | -21
O=C(CSc1nc(-c2ccco2)cc(C(F)(F)F)n1)Nc1ccccc1C(F)(F)F | -5 | 7 | . | 7 | . | . | -17 | .
Cc1c(NC(=O)/C=C/c2cccs2)c(=O)n(-c2ccccc2)n1C | -4 | 0 | . | 2 | 8 | . | -12 | .
CN1CCN(Cc2c(C(=O)N3CCc4ccccc4C3)nc3ccc(Cl)cn23)CC1 | 0 | 3 | -3 | 6 | 9 | 11 | 1 | -5
O=C(CNC(=O)c1ccco1)Nc1ccc(OC(F)F)cc1 | 10 | 4 | -1 | -2 | -5 | 8 | 2 | 9
CN1c2ccc(-c3cccc(F)c3)cc2[C@@H]2[C@@H](CCN2C(=O)C2CCCC2)[C@@H]1CO | -6 | -14 | . | -3[16.7 µM] | -3 | 0 | -23 | 6
Cc1ccc(S(=O)(=O)N2CCCC2CNC(=O)C(=O)NCc2ccccn2)cc1 (configuration not stated) | 1 | -2 | -5 | . | -15 | -3 | . | 2

Individual results from the entries so far.
Result of CCCC/C(O)=C1\C(=O)CC(C)(C)CC1=Nc1ccccc1OC in Casp6 inh: 2
Result of CC1CCCC2(C1)NC(=S)N(c1ccccc1)N2 (configuration not stated) in EWS-Fli block: -8
Result of O=C(C[C@H]1C/C=C\CC[C@H](Cc2ccc(F)cc2)C(=O)O[C@H](c2ccccc2)CNC1=O)N[C@H](CO)Cc1ccccc1 in miR122 inh: -11
Result of Cc1ccc(S(=O)(=O)N2CCCC2CNC(=O)C(=O)NCc2ccccn2)cc1 (configuration not stated) in FN deposit inh: 1
Result of CCn1c(=O)cc(SCC(=O)N2CCN(C(=O)c3ccco3)CC2)c2ccccc21 in PGC1a acetyl inh: -23

Next part
SMILES | FN deposit inh | Cneo AK release | Casp6 inh | miR122 inh | PAX8 inh HTS | EWS-Fli block | PGC1a acetyl inh | LGR2 inh
Cc1ccc(C(=O)NN=Cc2ccc3c(c2)OCO3)cc1 | 0 | -1 | -3 | 0 | -154 | -101 | -1 | -89
CCN(CC)C(=O)Cn1cc(S(=O)(=O)CC(=O)Nc2ccc(OC)c(OC)c2)c2ccccc21 | 8 | -1 | 4 | . | -6 | 4 | . | -13
Cc1ccc2c(c1)NC(=O)C(CC(=O)NCCCN1CCCCC1C)O2 (configuration not stated) | -8 | 1 | -23 | . | -2 | 2 | . | 11
OC1(c2ccc(Cl)cc2)CCN(Cc2cn[nH]c2-c2ccc(F)cc2)CC1 | -7 | 3 | 2 | -19 | -1 | 1 | 0 | 6
CCOc1ccccc1Nc1nc(N)nc(CSc2nccc(C)n2)n1 | 9 | 0 | . | -3 | . | . | 19 | .
S=C(Nc1ccc(Cl)c(Cl)c1)N1CCOCC1 | -1 | . | 0 | . | 4 | -2 | . | 4
O=C(NNc1ncnc2sccc12)c1ccc(Cl)cc1 | -2 | 3 | 1 | -9 | 23 | 9 | 5 | 13
COc1ccc(C(=O)N(Cc2ccccc2)c2cccc(C)c2)c(OC)c1OC | -8 | -1 | 2 | -9 | 12 | -1 | -3 | -2
CCOc1ccccc1N=CC1=C(O)CC(c2ccccc2)CC1=O (configuration not stated) | 8 | 1 | 12 | -2 | 4 | 3 | -19 | 1
COc1cc(C2CC(=O)N(c3ccc(C)cc3)C(=O)C2)cc(OC)c1OC | 1 | . | -2 | . | 20 | 53* | . | -10
Cc1ccccc1-n1ccnc1SCC(=O)Nc1cccc(S(=O)(=O)NC2=NCCC2)c1 | 7 | -1 | -2 | 3 | 3 | 12 | -23 | 3
COC(=O)c1ccc(C(=O)OC)c(NC(=O)COC(=O)C23CC4CC(CC(O)(C4)C2)C3)c1 | . | -4 | . | 0 | . | . | 0 | 0
COCC#Cc1ccc([C@H]2[C@@H](CO)N3C(=O)CN(C(=O)CN4CCOCC4)C[C@H]23)cc1 | -10 | . | 1 | . | . | 25 | -6 | 12
O=C(NCCc1c[nH]c2ccccc12)OCCCCOC(=O)NCCc1c[nH]c2ccccc12 | -1 | 9 | 1 | -9 | 47 | 30 | -13 | 84*
COc1ccccc1CNC(=O)C[C@@H]1CC[C@@H](NC(=O)CC2CC2)[C@@H](CO)O1 | -5 | -2 | -3 | . | -8 | -6 | 1 | 24
COc1ccc(/C=C(/C#N)C(=O)NC2CCCCC2)cc1Br | -15 | -1 | . | -3 | . | . | -5 | .
CCOC(=O)[C@]12CCCC=C1N(Cc1ccc(Cl)cc1Cl)C(=O)[C@H](CC(=O)NCCc1ccccc1OC)C2 | 0 | . | -2 | . | 26 | 10 | . | 31
CNC(=O)CC(CC(=O)c1ccccc1)c1ccccc1 (configuration not stated) | -1 | 0 | -1 | -1 | 10 | 5 | 11 | 6
O=C(O)C(Cc1ccc(OS(=O)(=O)Cc2ccccc2)cc1)NS(=O)(=O)Cc1ccccc1 (configuration not stated) | 0 | 1 | 2 | -8 | 1 | 6 | 4 | 5
NC(=O)c1nsc(C(=O)N(Cc2ccco2)C(C(=O)NCC2CCCO2)c2ccc(F)cc2)c1N (configuration not stated) | -3 | -2 | 0 | -8 | 19 | 3 | 3 | -11
CC(=O)c1ccc(OCCCC(=O)OCC(=O)N2CCN(S(=O)(=O)c3ccc(C)cc3C)CC2)cc1 | . | -1 | 4 | -9 | 11 | -3 | -1 | -9
COc1ccc(-c2n[nH]c(C(F)(F)F)c2-c2cc3ccccc3o2)c(O)c1 | . | 4 | . | 9 | . | . | 4 | 38
O=C(c1nc2ccccn2c1CN1CCC(Cc2ccccc2)CC1)N1CCCC1 | 3 | 0 | . | -10 | 4 | 9 | . | -19
COc1ccc(OC)c(NC(=O)CN(C)CCOc2ccc(Br)cc2)c1 | -11 | -1 | 4 | 8 | 3 | -7 | -13 | 2
COc1ccc(C2=NCCn3nc4ccccc4c32)cc1 | 4 | -3 | 5 | 4 | -21 | -31 | 2 | -34
CSCCC(NC(=O)c1ccccc1Cl)C(=O)NC1CCN(Cc2ccccc2)CC1 (configuration not stated) | -1 | 2 | -4 | -8 | 0 | 0 | 2 | -3
O=C(NC1CCC1)[C@@H]1[C@@H](CO)[C@@H]2Cn3c(ccc(-c4ccc(F)cc4)c3=O)[C@H]1N2 | . | -3 | -1 | . | . | -3 | . | 8
Cc1ccc(S(=O)(=O)Nc2ccc3c(c2)C(=O)N([C@@H](C)CO)C[C@@H](C)[C@H](CN(C)C(=O)Nc2ccccc2)OCCCC[C@@H](C)O3)cc1 | . | -2 | -2 | -8[16.7 µM] | 24 | -4 | 3 | 5
CCc1ccc(NC(=O)Cn2ncc3c4ccccc4n(C)c3c2=O)cc1 | 1 | -2 | -4 | 4 | 17 | 6 | 3 | -12
COCCCNC(=O)[C@]1(Cc2ccccc2N=[N+]=[N-])N=C(c2ccc(OCCCO)cc2)O[C@@H]1c1ccccc1 | . | -3 | 0 | . | -1 | 12 | -13 | .
C[C@@H]1CN([C@@H](C)CO)S(=O)(=O)c2ccc(-c3cccc(F)c3)cc2O[C@@H]1CN(C)C(=O)C1CC1 | -2 | 51 | . | . | 1 | -9 | 1 | 11
CC1(C(=O)NS(=O)(=O)c2ccccc2)CCN1C(=O)C1(c2ccc(Cl)cc2)CCC1 (configuration not stated) | 0 | -2 | -1 | 3 | -13 | 1 | 4 | -16

An excerpt of the results above, for reference:
SMILES | FN deposit inh | Cneo AK release | Casp6 inh | miR122 inh | PAX8 inh HTS | EWS-Fli block | PGC1a acetyl inh | LGR2 inh
CCOC(=O)[C@]12CCCC=C1N(Cc1ccc(Cl)cc1Cl)C(=O)[C@H](CC(=O)NCCc1ccccc1OC)C2 | 0 | . | -2 | . | 26 | 10 | . | 31
CNC(=O)CC(CC(=O)c1ccccc1)c1ccccc1 (configuration not stated) | -1 | 0 | -1 | -1 | 10 | 5 | 11 | 6
O=C(O)C(Cc1ccc(OS(=O)(=O)Cc2ccccc2)cc1)NS(=O)(=O)Cc1ccccc1 (configuration not stated) | 0 | 1 | 2 | -8 | 1 | 6 | 4 | 5

Assay outcomes (PubChem BioAssay)
